FLuc modulator: firefly luciferase modulation, counter-screen for miR-21 project. P08659. purified FLuc, Km substrates, luminescence inhibition. Potency, µM (top dose mostly 57.5 µM), for the others: at the top dose activity change, negative = inhibition, most hits filed as inhibitors. 360,000 compounds, 6.9% hits. AID 588342;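 also: potency is read from the fitted curve at half-maximal effect; plate controls were vehicle for no effect and reference inhibitor for full effect; nearly all actives have a fitted effect of over 55% in size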
Target sequence (P08659 whole entry, looked up): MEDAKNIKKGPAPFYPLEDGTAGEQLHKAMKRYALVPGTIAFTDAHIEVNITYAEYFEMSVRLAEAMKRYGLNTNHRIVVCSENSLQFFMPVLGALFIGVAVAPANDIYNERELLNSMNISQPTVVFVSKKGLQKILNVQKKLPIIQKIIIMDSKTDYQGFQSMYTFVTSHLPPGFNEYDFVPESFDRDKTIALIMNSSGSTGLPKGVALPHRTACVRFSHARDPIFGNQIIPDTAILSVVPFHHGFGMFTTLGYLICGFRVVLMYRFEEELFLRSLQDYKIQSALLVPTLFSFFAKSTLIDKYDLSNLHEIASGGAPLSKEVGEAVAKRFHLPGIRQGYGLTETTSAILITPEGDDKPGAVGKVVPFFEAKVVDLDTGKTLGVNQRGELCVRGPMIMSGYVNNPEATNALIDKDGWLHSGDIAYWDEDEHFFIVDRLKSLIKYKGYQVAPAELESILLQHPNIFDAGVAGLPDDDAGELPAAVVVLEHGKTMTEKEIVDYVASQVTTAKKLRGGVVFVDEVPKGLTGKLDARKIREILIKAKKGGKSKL
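Biochemical qHTS of compounds, final roughly 60 µM downward over six points, against 10 nM purified firefly luciferase using Km concentrations of substrates (10 uM D-luciferin, 10 uM ATP) in Tris acetate pH 7.5 buffer; luminescence output.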
NPC1 prom act: NPC1 promoter activation; Huh7 NPC1 promoter luciferase reporter, 24 h; Potency, µM (top dose mostly 9.22 µM), for inactives: at the highest dose activation, hits mostly activators; 320,000 compounds, 2.4% hits; AID 485313;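 also: potency is read from the fitted curve at half-maximal effect; % of control where 0% means no effect; nearly all actives have a fitted effect of over 60% in size; reporter is driven by a mutant NPC1 promoter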
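Luminescence read-out of NPC1 promoter-driven luciferase in stably transfected Huh7 cells; compounds delivered in DMSO and left 24 h at 37C, 5% CO2, qHTS titration format.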
ELG1 genotox: inducers of genotoxicity in HEK293T ELG1-luciferase cells; HEK293T ELG1-luciferase reporter, luminescence, 16 h; Potency, µM (titrated, usually from 46 µM), inactives show at the top dose activity change, positive = activation, usual class: activators; 330,000 compounds, 1.3% hits; also: potency is read from the fitted curve at half-maximal effect; % of control where 0% means no effect; nearly all actives have a fitted effect of over 60% in size
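16 hr compound incubation (37 °C, 5% CO2) of HEK293T cells carrying luciferase-tagged ELG1; luciferase then measured by ONE-Glo luminescence after 30 min at RT.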
Tb PFK inh: inhibitors of T. brucei phosphofructokinase; O15648; AID 485367; T. brucei PFK, ADP-Glo luminescence; 330,000 compounds, 0.17% hits; Potency, µM (doses to about 57.5 µM), inactives show at the highest dose activity, negative = inhibition, hits mostly inhibitors;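 also: potency is read from the fitted curve at half-maximal effect; 0% = uninhibited 1x PFK enzyme wells and -100% = no-enzyme wells; nearly all actives have a fitted effect of over 60% in size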
Target sequence (O15648 whole entry, looked up): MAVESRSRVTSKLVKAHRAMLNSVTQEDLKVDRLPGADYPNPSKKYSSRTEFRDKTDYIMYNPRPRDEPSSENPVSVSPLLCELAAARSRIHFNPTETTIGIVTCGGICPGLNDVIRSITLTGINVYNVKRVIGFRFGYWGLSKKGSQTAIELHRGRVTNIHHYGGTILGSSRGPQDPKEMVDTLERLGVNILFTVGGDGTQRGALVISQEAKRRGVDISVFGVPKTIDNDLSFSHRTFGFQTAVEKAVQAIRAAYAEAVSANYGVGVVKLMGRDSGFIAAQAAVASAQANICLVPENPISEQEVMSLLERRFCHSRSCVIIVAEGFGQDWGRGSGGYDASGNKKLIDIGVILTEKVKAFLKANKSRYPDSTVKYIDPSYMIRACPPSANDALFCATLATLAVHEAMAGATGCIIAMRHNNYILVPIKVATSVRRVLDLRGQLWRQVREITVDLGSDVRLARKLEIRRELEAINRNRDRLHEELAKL
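In TEA buffer at pH 8.0 with 5 mM MgCl2, enzyme (1.25 nM) converted F6P (0.5 mM) and ATP (0.1 mM) for 45 min at room temperature. ADP product was read by luciferase luminescence.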
FBPA coupling cs: coupling enzyme interference in Giardia aldolase counter-screen | coupling enzyme system counterscreen, AmpLite Red fluorescence | activity change, negative = inhibition, % at 58.2 µM, hits read low | 290,000 compounds, 0.67% hits | AID 2472; in the data active = activity change below about -30%; also: % is scaled to controls: 0 for no effect and ±100 for the full control effect
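Final compound at 57.5 uM, incubated 10 min at RT with coupling enzyme reagent (glyceraldehyde-3-phosphate), then 20 min with substrate and AmpLite Red detection. Fluorescence read at 525/598 nm; tests interference with the coupling assay, not aldolase inhibition.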
Giardia killer: Giardia lamblia killing | 340,000 compounds, 0.15% hits | activity change, % at 7.66 µM, hits read low | Giardia lamblia trophozoite viability; in the data active = activity change below about -80%; inconclusive = between about -30% and that limit;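 also: parasites exposed to compound for two days anaerobically before the ATP read; % is scaled to controls: 0 for no effect and ±100 for the full control effect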
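Luminescent ATP signal served as the viability read-out, measured 15-30 min after adding ATP detection reagent to trophozoites that had been incubated with compounds for 48 hrs at 37 deg C anaerobically at 100 cells/well.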
Rab9 prom act: activates the Rab9 promoter. Huh7 Rab9 promoter-luciferase reporter, luminescence, 24 h. Potency, µM (top dose mostly 9.22 µM), without a hit: top-dose activation, negative = inhibition, usual class: activators. 320,000 compounds, 2.8% hits; also: potency is read from the fitted curve at half-maximal effect; % of control where 0% means no effect; nearly all actives have a fitted effect of over 60% in size
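Rab9 promoter-driven luciferase in stably transfected Huh7 cells; 1500 cells/well rested 2 h, exposed to compound in DMSO for 24 h at 37 °C, 5% CO2. Luminescence read 10 min after adding luciferase reagent at ambient temperature.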
uPA surface inh: cell surface uPA generation inhibition; cell surface uPA generation assay, qHTS; Potency, µM (doses to about 38.3 µM), for inactives: top-dose activity change, negative = inhibition, hits mostly inhibitors; 330,000 compounds, 0.31% hits; AID 540303; active = well fitted inhibition curve with a large enough effect; inconclusive = small, poorly fitted or top-dose-only effect; inactive = no such curve, though single readings can be large or run the other way; tested in mouse RAW 264.7 cells; also: potency is read from the fitted curve at half-maximal effect; % is scaled to controls: 0 for no effect and ±100 for the full control effect; nearly all actives have a fitted effect of over 55% in size
VP16 counter: inhibits Gal4-VP16 luciferase reporter, ROR gamma counter-screen. AID 2546. Drosophila S2 Gal4-VP16 UAS-luciferase, luminescence, 20 h. Potency, µM (series often up to 53.6 µM), for inactives: top-dose activity, negative = inhibition, usual class: inhibitors. 310,000 compounds, 3.5% hits;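 also: Gal4-VP16 expression switched on by copper sulfate through the metallothionein promoter; potency is read from the fitted curve at half-maximal effect; % is scaled to controls: 0 for no effect and ±100 for the full control effect; nearly all actives have a fitted effect of over 50% in size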
KCNH2 3.1 inh: KCNH2 3.1 (human) potassium channel inhibition; U2OS KCNH2 3.1, thallium flux FluxOr; active compounds read low; 340,000 compounds, 0.95% hits; AID 720553; activity change, % (tested at about 1.8 µM);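 active = maximum activity change below -70%; inconclusive = maximum activity change from -70% to -50%; inactive = maximum activity change above -50%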;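 also: thallium influx rate constant from kinetic fluorescence after stimulation buffer; % is scaled to controls: 0 for no effect and ±100 for the full control effect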
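Kinetic fluorescence (2 min after stimulation buffer) measures Tl+ influx through KCNH2 3.1 expressed by viral transduction in U2OS cells; the rate constant is normalized against DMSO controls serving as positive and negative references.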
RORg inh: blocks mouse ROR gamma transcriptional activity. P51450. Drosophila S2 Gal4-RORgamma UAS-luciferase reporter, 20 h. Potency, µM (doses to about 53.6 µM), for the others: top-dose activity change, negative = inhibition, hits mostly inhibitors. 310,000 compounds, 5.4% hits. AID 2551; also: potency is read from the fitted curve at half-maximal effect; % is scaled to controls: 0 for no effect and ±100 for the full control effect; nearly all actives have a fitted effect of over 60% in size
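Read-out: Photinus luciferase luminescence; inhibitors lower reporter signal. Insect Schneider cells with Gal4-ROR gamma fusion under metallothionein promoter, UAS reporter; 700 uM final copper sulfate induction, 20 hr, ambient temperature.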
* marks the source's active call; other numbers are inactive results; ? = inconclusive; nt = not tested or not shown; [ ] = dose if it differs, or a comment. Unless noted, calls follow the shape of the dose curve; as a rule, active = well fitted curve in the direction sought with a large enough effect; inconclusive = small, poorly fitted or top-dose-only effect, or another doubt; inactive = no such curve, though single readings can be large; an effect the other way counts as inactive or inconclusive.

item	mol	ELG1 genotox	RORg inh	FLuc modulator	Tb PFK inh	uPA surface inh	NPC1 prom act	KCNH2 3.1 inh	Rab9 prom act	VP16 counter	FBPA coupling cs	Giardia killer
1	COc1ccc(CNCc2ccco2)cc1OCc1ccccc1	?	-10%	-4%	-6%	-14%	8%	-22	5%	-7%[0.365 µM]	-2	-5
2	Cc1ccc(-c2csc3ncn(C(C)C(=O)O)c(=O)c23)cc1 (stereo unspecified)	-3%	8%	4%	2%	-7%	0%	-5	-1%	-5%	6	-6
3	C=CCN=C1NN=C(c2cc(C)n(CC=C)c2C)CS1	?	11µM*	0.34µM*	0%	-7%	-4%	-12	-13%	?	1	-17
4	CC(NC(=O)CN(C)Cc1cccs1)c1ccccc1 (stereo unspecified)	1%	32%	2%	0%	-3%	-2%	4	1%	0%	0	3
5	O=C(Nc1ccc2c(c1)OCCO2)c1cccc(C(=O)Nc2ccc3c(c2)OCCO3)c1	14%	-13%	6.7µM*	2%	-2%	4µM*	-5	17%[1.84 µM]	11%	-2	-21
6	CCC(Oc1ccccc1C)C(=O)N1CCCN(C)CC1 (stereo unspecified)	-1%	nt	5%	-3%	-2%	3%	-2	-3%	nt	2	-19
7	CC(C)(C)n1nnnc1C(c1cccs1)N1CCN(C(=O)c2ccco2)CC1 (stereo unspecified)	-1%	-43%	1%	1%	2%	-2%	7	-7%	-1%[0.365 µM]	4	28
8	Cn1c(=O)oc2cc(S(=O)(=O)NC(Cc3ccccc3)C(=O)N3CCCCC3)ccc21 (stereo unspecified)	0%	-11%	2%	1%	-2%	-3%	14	-4%	-11%	2	-28
9	COc1ccc(CNC(=O)C2CCCN(S(=O)(=O)c3c(C)noc3/C=C/N(C)C)C2)cc1 (stereo unspecified)	-2%	5%	2%	1%	-23%	-2%	-16	-1%	-11%	nt	?
10	CCCCCCCc1c(O)nc(SCCN(C)C)[nH]c1=O	-2%	26%	3%	1%	-2%	-2%	3	-1%	-3%	2	9
11	Cc1ccc(NC2CCCN(C(=O)c3snnc3C)C2)cc1C (stereo unspecified)	1%	8%	-2%	0%	4%	-8%	-6	-40%[inhibitor]	0%	nt	-13
12	CCOC(=O)N1CCN(CC(=O)N2c3ccccc3CC2C)CC1 (stereo unspecified)	-2%	-1%	-1%	0%	2%	-2%	8	-5%	0%	-1	-10
13	O=C(OCc1nc2ccccc2s1)C1CCN(C2=NS(=O)(=O)c3ccccc32)CC1	?	?	11µM*	0%	1%	7%	-7	?	-3%	1	3
14	O=C(COC(=O)c1cc(S(=O)(=O)N2CCOCC2)ccc1Cl)NCc1ccc2c(c1)OCO2	0%	nt	2%	6%	0%	-2%	14	-3%	nt	nt	-6
15	COC(=O)CNC(c1ccccc1)c1cc(Br)ccc1NC(=O)CNC(=O)OCc1ccccc1 (stereo unspecified)	-3%	36%	1%	5%	-13%	-3%	?	0%	-16%	-1	-17
16	COc1ccc(-n2nc(C(C)=O)c(=O)[nH]c2=O)cc1	-1%	?	-5%	-5%	4%	5%	20	-3%	-18%	5	2
17	CC(OC(=O)c1ccc(NS(=O)(=O)c2ccc3[nH]c(=O)[nH]c3c2)cc1)C(=O)Nc1cccc(Cl)c1Cl (stereo unspecified)	0%	34%	2%	3%	0%	-2%	13	-4%	0%	7	13
18	CCOC(=O)NC(=O)CSc1nnnn1-c1ccccc1	0%	6%	1%	-4%	1%	-4%	-17	2%	6%	1	5
19	Cc1cc(C)c2c(=O)[nH]n(C3CC(C)N(C)CC3C)c2n1 (stereo unspecified)	-1%	3%	-1%	-5%	2%	2%	2	-1%	-9%	2	11
20	CCOCCc1nnc(NC(=O)C(C)Oc2ccccc2)s1 (stereo unspecified)	0%	5%	-1%	-6%	0%	3%	10	-8%	-13%	6	8

Continued.
item	mol	ELG1 genotox	RORg inh	FLuc modulator	Tb PFK inh	uPA surface inh	NPC1 prom act	KCNH2 3.1 inh	Rab9 prom act	VP16 counter	FBPA coupling cs	Giardia killer
21	CCOC(=O)c1c(C)[nH]c(C(=O)OCC(=O)N2CCN(S(=O)(=O)c3ccc(C)cc3C)CC2)c1C	-6%	nt	0%	0%	-21%	0%	7	-9%	nt	nt	-3
22	Cc1cc(C)c(C#N)c(SCc2ccccc2[N+](=O)[O-])n1	1%	44%	-13%	0%	-1%	-1%	12	0%	?	1	-3
23	CC(C)N(c1ccccc1)c1ccc(NC(=O)C2CCCO2)cc1 (stereo unspecified)	0%	9%	12%	1%	4%	2%	-4	6%	-1%	2	-6
24	O=C(Nc1ccc(S(=O)(=O)N2CCOCC2)cc1)C1CCN(S(=O)(=O)c2ccccc2)CC1	-8%	nt	3%	4%	11%	-3%	1	0%	nt	nt	24
25	COc1ccc(-c2nc(CS(=O)CC(=O)NC3CCCCC3C)c(C)o2)cc1OC (stereo unspecified)	2%	0%	4%	1%	2%	-2%	1	-2%	3%	nt	-14
26	CSc1ncccc1C(=O)OCC(=O)NC1CCCCC1	4%	nt	-2%	3%	6%	1%	-14	2%	nt	nt	-3
27	CCCCSc1nnc2[nH]c(=O)cc(N)n12	9%	22%	3%	3%	nt	-1%	4	11%	0%	3	8
28	O=[N+]([O-])/C(C=Nc1ccccc1O)=C\Nc1ccccc1O	9%	-44%	4%	1%	?	-3%	7	-30%[inhibitor]	?	-1	-20
29	O=C(NCCCc1ccccc1)C1CCC(=O)N(CCc2ccc(Cl)cc2)C1 (stereo unspecified)	0%	40%	-11%	-3%	-3%	15%	3	0%	?	nt	-23
30	Cc1ccc(C)c(N2CCN(C(=O)CCc3nc(-c4cccc(F)c4)no3)CC2)c1	-1%	nt	nt	3%	4%	nt	-4	nt	nt	nt	20
31	Cc1cc(=O)n2ccsc2n1	1%	-5%	-1%	7%	4%	0%	0	-2%	1%	2	-16
32	O=C(CSc1nc(-c2ccc(F)cc2)cs1)NCC1CCCO1 (stereo unspecified)	-5%	nt	nt	0%	4%	nt	-3	nt	nt	nt	-25
33	CCc1nnc(N/N=C/c2c(Cl)cccc2Cl)n1N	1%	?	3%	-2%	-8%	-1%	6	2%	?	-12	-10
34	C=CCOc1ccc(/C(O)=C2/C(=O)C(=O)N(CCCN3CCOCC3)C2c2ccc(OC)cc2)cc1 (stereo unspecified)	2%	?	3%	-1%	-4%	0%	20	-5%	14%	0	9
35	CCOC(=O)c1ccc2c(c1)nc(COc1ccccc1C#N)n2CC	1%	-25%	5%	-8%	nt	-1%	nt	-1%	-16%	0	nt
36	O=[N+]([O-])c1ccc(C2=NCCO2)cc1	3%	-9%	0%	-2%	-4%	0%	-2	-9%	8%	0	11
37	Cc1ccccc1CC(=O)N1CCCC(CCC(=O)N2CCN(c3ccccn3)CC2)C1 (stereo unspecified)	-9%	-2%	2%	3%	5%	-7%	-5	-9%	-9%	-10	-1
38	Cc1ccc(Nc2cc(C)nc3ncnn23)cc1	4%	-33%	1%	4%	0%	-2%	21	-2%	18%	1	-19
39	CCCNC(=O)c1ccc(N2CCC3(CC2)CC(c2cccc(Br)c2)=NO3)c(NC(=O)c2c(Cl)cccc2Cl)c1	0%	nt	4%	-1%	7%	0%	-18	-3%	nt	nt	-12
40	NS(=O)(=O)c1ccc(Nc2nc(-c3ccc(O)cc3)cs2)cc1	1%	-16%	-5%	5%	-14%	-1%	8	-2%	-1%	-9	4

Continuation:
item	mol	ELG1 genotox	RORg inh	FLuc modulator	Tb PFK inh	uPA surface inh	NPC1 prom act	KCNH2 3.1 inh	Rab9 prom act	VP16 counter	FBPA coupling cs	Giardia killer
41	O=C(CSc1n[nH]c(-c2cccnc2)n1)Nc1ccc([N+](=O)[O-])cc1	-6%	9%	2%	-4%	1%	3%	-2	-2%	-12%	3	-9
42	O=C(CNCc1ccccn1)Nc1cc(C(F)(F)F)ccc1N1CCOCC1	-2%	-9%	-3%	5%	-7%	0%	3	-3%	9%	-4	30[activator]
43	O=C(N/N=C/c1[nH]c2ccccc2c1Cl)c1cccc(Br)c1	0%	3.2µM*	1%	2%	0%	-1%	?	-5%	7.9µM*	-1	6
44	CNc1nc2[nH]c(=O)c3c(c2s1)OC(N)=C(C#N)C3c1ccccc1 (stereo unspecified)	3%	23%[10 µM]	2%	4%	7%	-5%	-3	-7%	-9%	-12	3
45	O=C1CCCN1CCC1CCN(C2CC(=O)N(c3ccc(Cl)cc3)C2=O)CC1 (stereo unspecified)	nt	?	-11%	nt	?	nt	19	nt	-24%	1	-3

Random draw from the library; any-hit rate near 14%.
